Screening data (PubChem)
PME-1 primary: blocks human protein phosphatase methylesterase 1; Q9Y570; recombinant PME-1, FP-Rh probe fluorescence polarization; inhibition, % at 5.9 µM; 320,000 compounds, 0.53% hits;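 active = inhibition above the campaign mean of all compounds plus 3 SD, cut at about 26% in these data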;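 also: competitive labeling of PME-1 active site by serine hydrolase directed probe; 0% = PME-1 with DMSO and 100% = wells lacking PME-1 enzyme; inhibitors block probe labeling so polarization falls and inhibition rises; many of its hits are not listed in these tables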
Target sequence (Q9Y570 whole entry, looked up): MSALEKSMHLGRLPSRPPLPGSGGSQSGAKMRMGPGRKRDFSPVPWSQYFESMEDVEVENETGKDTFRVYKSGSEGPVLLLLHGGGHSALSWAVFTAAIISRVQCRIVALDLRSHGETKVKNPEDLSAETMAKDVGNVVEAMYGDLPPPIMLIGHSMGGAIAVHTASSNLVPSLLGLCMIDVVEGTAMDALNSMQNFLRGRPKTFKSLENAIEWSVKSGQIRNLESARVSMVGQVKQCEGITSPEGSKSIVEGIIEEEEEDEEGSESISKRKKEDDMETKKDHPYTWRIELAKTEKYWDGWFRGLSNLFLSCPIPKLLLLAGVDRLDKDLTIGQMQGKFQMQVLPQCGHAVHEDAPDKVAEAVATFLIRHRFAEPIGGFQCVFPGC
pPAFAH inh: pPAFAH (human) enzyme inhibition; Q13093; recombinant pPAFAH, FP-rhodamine probe fluorescence polarization; inhibition, % at 3.39 µM; 330,000 compounds, 1.5% hits;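 active = inhibition above the mean inhibition across the screen plus 3 SD, cut at about 25% in these data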;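 also: inhibitors block binding of the rhodamine activity-based probe so polarization drops; 0% = enzyme with DMSO and 100% = wells lacking pPAFAH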
PAFAH1B3 FP inh: inhibitors of human PAFAH1B3; recombinant PAFAH1B3, FP-rhodamine probe, fluorescence polarization; AID 492972; 340,000 compounds, 0.28% hits; inhibition, % at 3.39 µM;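 active = inhibition above the screen-wide average of all tested compounds plus 3 SD, cut at about 25% in these data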;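 also: 0% = enzyme with DMSO only and 100% = wells lacking PAFAH1B3 protein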
Target sequence (Q15102 whole entry, looked up): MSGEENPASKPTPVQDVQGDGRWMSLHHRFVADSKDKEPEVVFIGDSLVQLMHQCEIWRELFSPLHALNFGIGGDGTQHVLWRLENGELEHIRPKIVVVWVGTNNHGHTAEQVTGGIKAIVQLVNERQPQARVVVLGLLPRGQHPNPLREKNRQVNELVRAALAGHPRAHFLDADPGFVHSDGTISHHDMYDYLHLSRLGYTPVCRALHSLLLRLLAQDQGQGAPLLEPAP
PAD4 inh: PAD4 (human) enzyme inhibition; recombinant PAD4, RCA probe fluorescence polarization; 330,000 compounds, 0.41% hits; Q9UM07; inhibition, % at 6.36 µM;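 active = percent inhibition above a cutoff equal to the mean of all tested compounds plus 3 SD, cut at about 15% in these data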;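 also: 0% = PAD4 with RCA probe and DMSO and 100% = probe without PAD4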
LYPLA1 counter: counter-screen for PME1 inhibitors: inhibitors of human LYPLA1. 320,000 compounds, 0.16% hits. O75608. recombinant LYPLA1, FP-Rh probe fluorescence polarization. inhibition, % at 5.9 µM. AID 2174;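 active = inhibition above the mean of all tested compounds plus 3 SD, set per campaign, cut at about 14% in these data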;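 also: inhibitors block serine hydrolase probe labeling of LYPLA1 so polarization falls; 0% = enzyme with DMSO and 100% = wells lacking LYPLA1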
Target sequence (O75608 whole entry, looked up): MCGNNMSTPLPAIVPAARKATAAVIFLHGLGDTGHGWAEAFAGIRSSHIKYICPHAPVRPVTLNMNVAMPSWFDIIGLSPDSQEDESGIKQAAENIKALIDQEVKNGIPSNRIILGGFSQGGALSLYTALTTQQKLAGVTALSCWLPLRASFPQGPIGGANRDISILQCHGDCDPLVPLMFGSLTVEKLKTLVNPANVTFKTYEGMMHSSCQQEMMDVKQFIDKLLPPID
Fam108B inh: Fam108B inhibition, counter-screen for RBBP9 inhibitors; recombinant Fam108B, FP-Rh probe fluorescence polarization; inhibition, % at 9.51 µM; 300,000 compounds, 0.33% hits; AID 1947;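 active = inhibition above the screen mean inhibition plus 3 SD, computed separately per campaign, cut at about 18% in these data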;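 also: inhibitors lower polarization as less probe binds the enzyme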
PAFAH1B2 FP inh: PAFAH1B2 (human) inhibition; inhibition, % at 3.39 µM; recombinant PAFAH1B2, FP-rhodamine activity probe, fluorescence polarization; 340,000 compounds, 1.2% hits; P68402;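 active = inhibition above the mean of all tested compounds plus 3 SD, cut at about 24% in these data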;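 also: 0% = enzyme with DMSO and 100% = wells lacking PAFAH1B2; many of its hits are not listed in these tables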
Target sequence (P68402 whole entry, looked up): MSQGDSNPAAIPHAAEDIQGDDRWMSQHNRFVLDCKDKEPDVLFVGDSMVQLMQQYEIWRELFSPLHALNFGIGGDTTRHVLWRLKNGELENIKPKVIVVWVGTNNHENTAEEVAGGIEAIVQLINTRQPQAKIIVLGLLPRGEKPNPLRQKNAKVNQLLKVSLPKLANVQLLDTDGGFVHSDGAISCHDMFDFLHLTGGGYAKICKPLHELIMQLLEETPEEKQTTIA
PAFAH2 inh: PAFAH2 (human) inhibition. recombinant PAFAH2, FP-rhodamine activity probe, fluorescence polarization. 340,000 compounds, 0.99% hits. Q99487. inhibition, % at 3.39 µM;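 active = inhibition above the mean over all tested compounds plus 3 SD, cut at about 30% in these data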;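 also: inhibitors block probe labeling of enzyme so polarization drops; 0% = enzyme with DMSO and 100% = wells lacking PAFAH2 protein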
GSTO1 inh: counter-screen for RBBP9 inhibitors: inhibitors of human GSTO1 | inhibition, % at 5.96 µM | 300,000 compounds, 1.1% hits | recombinant GSTO1, activity-based probe fluorescence polarization | AID 1974;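 active = inhibition above the campaign mean inhibition plus 3 SD, cut at about 35% in these data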;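 also: 0% = GSTO1-1 with DMSO and 100% = wells lacking GSTO1-1 enzyme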
* marks the source's active call; other numbers are inactive results; x = no result given.

Below each SMILES – PME-1 primary | pPAFAH inh | PAFAH1B3 FP inh | PAD4 inh | LYPLA1 counter | Fam108B inh | PAFAH1B2 FP inh | PAFAH2 inh | GSTO1 inh
#1 CSc1ccc(CN(C)CC(=O)NCc2ccc(F)cc2)cc1
    3.7 | 5.3 | 3.5 | -2.7 | 1.1 | -0.2 | 10.8 | 4.6 | 4.8
#2 COC(=O)C1=C(C)N(C2CCCCC2)C(=O)/C1=C\c1cccs1
    0.2 | 6.1 | x | -3.0 | -2.3 | 3.0 | x | x | 3.8
#3 O=C1C(C=Nc2ccccc2)=C(O)c2ccccc21
    -1.1 | 5.6 | 0.1 | -3.4 | -3.0 | 1.7 | 4.4 | 7.7 | -21.7
#4 O=C(NC1CCCC1)C1CC1c1ccccc1 (centres undefined)
    -8.8 | -3.6 | 4.3 | -2.6 | -2.8 | 3.4 | 6.7 | -7.3 | -0.6
#5 N#C/C(=C\c1cccnc1)c1ccccc1[N+](=O)[O-]
    4.4 | -4.4 | 9.2 | -4.9 | 2.0 | -3.1 | 2.9 | 7.3 | -0.4
#6 COC(=O)c1cc2cc(NS(=O)(=O)c3ccc(C)cc3)ccc2s1
    -20.8 | 5.8 | -0.3 | 2.5 | -5.0 | 1.6 | 16.4 | -1.5 | -2.2
#7 CC(C)[C@H](NC(=O)CCCn1nnc2ccccc2c1=O)C(=O)O
    -5.6 | 7.3 | 5.6 | 0.2 | 0.8 | 0.2 | 4.8 | 3.6 | 4.2
#8 O=C(CSc1cn(CCNC(=O)c2ccccc2)c2ccccc12)NCC1CCCO1 (centres undefined)
    -1.9 | 3.1 | 1.3 | 4.5 | 3.1 | 0.4 | -1.9 | -8.5 | -1.7
#9 Cc1ccccc1N1CC(c2nc3ccccc3[nH]2)CC1=O (centres undefined)
    -5.3 | 4.7 | 4.0 | -4.0 | -1.5 | 2.5 | -1.4 | 6.6 | -13.1
#10 COc1ccc(OC)c(CNC(=O)C2CCCN(c3nc4ccccc4o3)C2)c1 (centres undefined)
    1.1 | -0.1 | 1.6 | 0.3 | -6.9 | -0.6 | -2.6 | -4.9 | 3.4
#11 Cc1ccccc1NC(NC(=O)c1cccnc1)C(Cl)(Cl)Cl (centres undefined)
    8.2 | 6.1 | 4.4 | -3.4 | -1.7 | 2.4 | -0.3 | 0.1 | -2.4
#12 Cc1[nH]c2ccccc2c1SCC(=O)NNC(=O)Nc1ccc(OC(F)(F)F)cc1
    1.1 | 7.2 | 2.6 | -2.1 | -2.1 | -3.5 | 5.9 | 12.8 | -12.2
#13 COc1ccc(N2CCN(C(=O)c3oc4ccccc4c3NC(=O)CCc3cc(OC)no3)CC2)cc1
    -2.2 | 4.1 | -0.4 | -1.4 | -0.4 | 0.4 | -10.8 | -3.7 | 5.9
#14 Cc1ccc(CCNC(=O)CCS(=O)(=O)c2ccc3nc(C)sc3c2)cc1
    -0.4 | -6.8 | 12.7 | -0.3 | -2.4 | -2.2 | -0.2 | -0.6 | 7.1
#15 O=C(CC12CC3CC(CC(C3)C1)C2)NC(=S)Nc1ccc(CN2CCOCC2)cc1
    0.1 | 0.3 | 8.3 | 2.6 | 0.0 | -3.0 | 9.7 | -0.8 | -0.1
#16 O=C(N1CCCCC1)C1(c2ccccc2)CCOCC1
    1.3 | -1.5 | -1.7 | 1.4 | 1.8 | -0.5 | 4.5 | 5.5 | -3.2
#17 Cc1sc2ncnc(N3CCN(S(=O)(=O)c4ccccc4)CC3)c2c1C
    9.1 | -2.7 | 15.7 | 3.6 | -0.6 | x | 1.1 | 10.9 | x
#18 CCn1nc(C)cc1C(=O)N1CCCC(C(=O)c2ccc(OC)cc2C)C1 (centres undefined)
    2.3 | 1.1 | 2.6 | 1.0 | 0.3 | 4.0 | 1.2 | -3.5 | 0.2
#19 O=C1Nc2ccccc2C(O)(C(=O)NCc2ccc3c(c2)OCO3)N1c1ccc(Cl)c(Cl)c1 (centres undefined)
    -4.3 | -1.3 | 0.8 | -0.7 | 1.7 | 4.8 | -3.9 | -9.1 | -5.0
#20 CCCn1c2ccccc2c2cnn(CC(=O)NCCN(CC)CC)c(=O)c21
    -0.9 | 3.5 | -2.8 | -0.1 | -4.5 | 3.1 | -4.5 | 7.5 | -2.0
#21 O=C(O)C1(P(=O)(c2ccc(Cl)cc2)c2ccc(Cl)cc2)CC1
    4.5 | -2.8 | 0.6 | -0.1 | 4.0 | -3.5 | 6.0 | 5.5 | 5.3
#22 CC(C)C(=O)Nc1nc(-c2ccc3c(c2)CCN3C(=O)C2CC2)cs1
    0.8 | 8.6 | -2.2 | -2.4 | 0.3 | 2.1 | 7.8 | 0.6 | -2.5
#23 Cc1ccc2nc(SCC(=O)N/N=C/c3ccco3)cc(C)c2c1
    2.0 | 5.7 | 8.3 | 4.3 | -2.1 | -3.2 | -5.3 | 4.2 | -2.4
#24 COc1cccc(NC(=O)CN(C)CC(=O)Nc2ccc3c(c2)OCO3)c1
    x | 5.8 | 0.4 | -0.1 | x | x | 2.0 | -2.7 | x
#25 O=C(N/N=C/c1cn(-c2ccccc2)nc1-c1cccs1)c1ccncc1
    -16.0 | -11.8 | 17.2 | -6.8 | -31.9 | -6.2 | 2.6 | -43.6 | -15.6
#26 CC(=O)Nc1ccc(C(=O)CSc2nnnn2C)cc1
    3.0 | 4.4 | 1.9 | -4.8 | 0.5 | -1.0 | 0.8 | 4.2 | -5.3
#27 CCCCCC(=O)Nc1ccc(N2CCN(S(C)(=O)=O)CC2)cc1
    6.9 | 2.2 | -4.7 | -0.5 | 2.3 | -2.9 | 4.3 | -2.5 | 1.1
#28 C/C(=N\NC(=O)CN(c1ccccc1Br)S(C)(=O)=O)c1cccs1
    5.0 | -0.9 | 2.5 | 1.2 | 1.1 | 2.9 | 3.1 | -2.4 | -9.6
#29 CCc1nnc(NC(=O)Cc2ccc(S(=O)(=O)N3CCCCC3)cc2)s1
    -1.0 | 1.6 | 3.6 | 1.6 | 1.6 | x | -0.9 | 3.5 | x
#30 Cc1cc(Cl)cc(Cl)c1CNc1c([N+](=O)[O-])c(=O)oc2ccccc12
    0.9 | 3.0 | 4.1 | 4.3 | -1.4 | 0.8 | 3.1 | -2.9 | -0.7

(continued)
Below each SMILES – PME-1 primary | pPAFAH inh | PAFAH1B3 FP inh | PAD4 inh | LYPLA1 counter | Fam108B inh | PAFAH1B2 FP inh | PAFAH2 inh | GSTO1 inh
#31 CC(=O)Nc1ccc(OS(=O)(=O)c2ccc([N+](=O)[O-])cc2)cc1
    -5.2 | 0.2 | 6.2 | -4.8 | -0.4 | -5.3 | 13.0 | -5.2 | 8.6
#32 COC(=O)C1=C(C)OC(N)=C(C#N)C1c1ccccc1 (centres undefined)
    -1.6 | 2.2 | 0.5 | 0.3 | -3.1 | -1.4 | -0.4 | 2.2 | -4.2
#33 O=C(c1ccc(F)cc1)N1CCC(N2CCCCCC2)CC1
    -6.8 | 3.0 | 6.9 | 2.2 | -0.2 | -1.6 | 0.5 | 2.1 | 1.7
#34 Cc1ccc(Cn2cccc(NC(=O)NCc3ccccc3)c2=O)cc1
    5.8 | 6.5 | -0.9 | -2.6 | -0.6 | 2.4 | -4.3 | -1.2 | 4.0
#35 O=C(NNC(=O)C1CC1c1ccccc1)Nc1ccccc1 (centres undefined)
    -3.9 | 5.2 | 8.7 | 1.2 | -1.1 | -1.0 | 2.1 | 3.6 | -1.2
#36 O=C(NCc1ccc(OC(F)(F)F)cc1)C1CC(c2ccccc2C(F)(F)F)=NO1 (centres undefined)
    -1.4 | 14.7 | 11.3 | 2.5 | 1.1 | 1.2 | 16.4 | 12.6 | 5.9
#37 N#CCSCC(=O)Nc1ccccc1
    3.0 | -0.3 | 4.5 | -0.3 | -2.5 | 0.0 | 5.7 | 0.5 | -14.2
#38 CC(C)CCNC(=O)CN(Cc1ccccc1)C(=O)CCC(=O)Nc1nccs1
    2.8 | 5.8 | 5.7 | -2.1 | 1.1 | 2.3 | 3.0 | 1.8 | 2.3
#39 COc1ccc(SC[C@H](C)CN2CC[C@H](C(C)(C)C)CCC2=O)cc1
    -0.4 | -1.5 | 5.1 | 0.5 | 2.8 | x | 8.2 | 1.1 | x
#40 O=C(NCc1ccccn1)c1ccc(Cn2c(=S)[nH]c3ccccc3c2=O)cc1
    -3.3 | 1.9 | 2.9 | 0.5 | 0.0 | -1.6 | -1.4 | 8.9 | 1.6
#41 NS(=O)(=O)c1ccc(-n2nncc2C23CC4CC(CC(C4)C2)C3)cc1
    -2.3 | -1.2 | -1.6 | -2.5 | 1.7 | -1.1 | 21.4 | -4.9 | 4.2
#42 Nc1cccc(C(=O)OCC(=O)Nc2cccc3c2C(=O)c2ccccc2C3=O)c1
    5.3 | -0.5 | 0.5 | -3.0 | 2.4 | 3.7 | 5.4 | 8.3 | 4.5
#43 CN1CC[C@]23c4ccccc4N[C@H]1[C@]21CCN(C)[C@H]3Nc2ccccc21
    -2.3 | 1.1 | 10.5 | -2.5 | 2.0 | -0.5 | -4.7 | 1.2 | 2.1
#44 CCCCn1c(N)c(N(CC(C)C)C(=O)c2ccc(-n3c(C)ccc3C)cc2)c(=O)[nH]c1=O
    -0.7 | 2.0 | -2.4 | -2.0 | 2.0 | 1.9 | -5.9 | -0.1 | 6.8
#45 COc1ccc(OCC(=O)N(Cc2sccc2C)C2CCS(=O)(=O)C2)cc1 (centres undefined)
    -3.1 | 6.6 | 4.4 | 0.9 | -0.6 | 0.8 | 5.7 | 14.3 | -7.3
#46 C/C(CC(=O)Nc1cc(Cl)ccc1C)=N\NC(=O)C(=O)N1CCCC1
    7.1 | -2.0 | 9.2 | -4.2 | -1.1 | 15.2 | 2.0 | 0.0 | -1.2
#47 N=c1oc2cc(O)ccc2cc1C(=O)Nc1nc2ccccc2s1
    29.7* | 1.5 | 5.4 | -3.0 | 1.9 | 14.6 | 5.3 | 5.8 | -3.1
#48 Cc1ccc(-c2nnn(CC(=O)NC3CCN(Cc4ccccc4)CC3)n2)cc1
    5.6 | 1.7 | 4.7 | -3.6 | -1.9 | 2.4 | 4.3 | 11.2 | 1.5
#49 CC(=O)Nc1c(O)nc(SCc2ccccc2C#N)[nH]c1=O
    6.7 | 3.1 | 9.6 | 2.6 | -2.0 | 0.7 | 6.2 | -5.4 | 1.1
#50 CC(C)c1nnc(NC(=O)C2CCN(C(=O)Nc3ccccc3)CC2)s1
    -6.6 | 5.1 | 11.3 | -2.8 | -0.6 | -0.6 | 5.2 | 8.2 | 4.6
#51 COc1ccc(C(C(=O)NC2CCCC2)N(C(=O)c2ccoc2C)c2ccc(C)c(C)c2)cc1 (centres undefined)
    -1.6 | -3.9 | -1.3 | 4.3 | -3.0 | 3.4 | -5.2 | 4.6 | 7.1
#52 CCOC(=O)C1=C(O)/C(=C/c2ccc(OCC(=O)O)c(OC)c2)SC1=Nc1ccc(OC)cc1
    -6.9 | -3.5 | 6.7 | 1.1 | -2.8 | -2.3 | 3.7 | 1.2 | -16.1
#53 O=c1c2ccccc2nc2n1C(CSCc1ccc(Cl)cc1Cl)CS2 (centres undefined)
    1.5 | 3.6 | 9.9 | -1.4 | 0.2 | 7.8 | 39.3* | 11.5 | -8.3
#54 Nc1n[nH]c(N)c1N=Nc1ccc(F)cc1
    -0.9 | 0.2 | 13.6 | -1.4 | -1.7 | -6.2 | 7.4 | 6.3 | 8.8
#55 C/C(Cc1ccccc1)=N\NC(=O)CNC(=O)Cc1ccccc1
    1.8 | 6.5 | -2.3 | 2.5 | -1.7 | 0.4 | -2.0 | -0.4 | -4.3
#56 Fc1ccccc1-c1[nH]ncc1-c1nnnn1-c1ccccc1
    4.5 | -0.8 | x | -1.9 | 4.1 | 0.0 | x | x | -15.2

These rows are one share of the data. The share of hits here may be higher or lower than overall.
